Source: PubChem BioAssay (National Center for Advancing Translational Sciences (NCATS))
GRP78 ERSR act: ER stress response induction in glioma; U87-MG GRP78 promoter luciferase reporter, 16 h; Potency, µM, inactives show at the top dose activation, usual class: activators; 420,000 compounds, 0.02% hits; note: potency is the fitted concentration of half-maximal effect; series mostly up to about 76 µM; % of control where 0% means no effect; nearly all actives have a fitted effect of over 35% in size
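ERSR induction read as luciferase luminescence (Bright-Glo, 10 min at room temperature) in stably transfected human U87-MG glioma cells exposed to compounds for 16 h, using GRP78 as sensor.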
RXFP1 ag: RXFP1 (human) receptor agonism; Q9HBX9; HEK293T-RXFP1 cAMP TR-FRET, 30 min; response scale: percent of porcine relaxin response, buffer zero; Potency, µM (highest dose often 57.5 µM), for the others: top-dose activation, usual class: activators; 370,000 compounds, 0.3% hits; note: potency is the fitted concentration of half-maximal effect; % is set by controls: 0 for no effect and ±100 for the full control effect; nearly all actives have a fitted effect of over 60% in size; many of its hits are not listed in these tables
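Agonist response is measured as cAMP accumulation in an RXFP1-transfected HEK293T line under PDE4 inhibition. Values are scaled between buffer-only and 29 nM porcine relaxin, and EC50s come from standard Hill equation fits.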
mIDH1 inhibitor: human IDH1 R132H inhibition; IDH1-R132H enzyme, NADPH consumption, diaphorase/resazurin fluorescence; Potency, µM (top dose mostly 76.6 µM), inactives show at the highest dose activity change, negative = inhibition, hits mostly inhibitors; 390,000 compounds, 0.093% hits; note: potency is the fitted concentration of half-maximal effect; % is set by controls: 0 for no effect and ±100 for the full control effect; nearly all actives have a fitted effect of over 65% in size
Target sequence (O75874 whole entry R132H, stated change not applied): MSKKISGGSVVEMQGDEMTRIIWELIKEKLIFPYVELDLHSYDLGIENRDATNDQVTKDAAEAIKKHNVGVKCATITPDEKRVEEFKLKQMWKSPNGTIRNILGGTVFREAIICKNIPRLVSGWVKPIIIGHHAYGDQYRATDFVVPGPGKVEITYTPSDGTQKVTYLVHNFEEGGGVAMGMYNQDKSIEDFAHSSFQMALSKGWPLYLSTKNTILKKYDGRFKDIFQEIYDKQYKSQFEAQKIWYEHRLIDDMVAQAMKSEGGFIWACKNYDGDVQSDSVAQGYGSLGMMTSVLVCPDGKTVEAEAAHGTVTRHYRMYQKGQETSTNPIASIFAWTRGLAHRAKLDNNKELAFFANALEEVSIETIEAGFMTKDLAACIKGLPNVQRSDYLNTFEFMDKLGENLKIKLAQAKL
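IDH1-R132H (0.5 ug/mL dispensed) in pH 7.5 Tris buffer was preincubated 30 min with compound, then given a substrate mix of 0.016 mM NADPH and 2 mM alpha-KG for 80 min at room temperature; remaining NADPH was read by diaphorase/resazurin fluorescence.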
TrxR1 substrate: substrates of rat thioredoxin reductase 1; AID 588456; Potency, µM (titrated, usually from 114 µM), inactives show top-dose activity change, negative = substrate turnover; O89049; purified TrxR1 substrate turnover, NADPH consumption readout; 390,000 compounds, 0.01% hits; note: potency is the fitted concentration of half-maximal effect; % is set by controls: 0 for no effect and ±100 for the full control effect; nearly all actives have a fitted effect of over 50% in size
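Rat TrxR1, dispensed at 90 nM, was prereduced with 400 uM NADPH (final) for 5 min at ~22 deg C, then incubated with compound 15 min before 400 uM selenite. A first-read NADPH fluorescence drop versus no-compound background flagged substrates.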
Vif-A3F inh: blocks the Vif interaction with APOBEC3F; HeLa A3F-eYFP + Vif (tagged APOBEC3F with the HIV-1 protein that degrades it), YFP fluorescence increase; Potency, µM (series often up to 46.1 µM), for the others: at the highest dose activity, negative = active; 390,000 compounds, 0.2% hits; note: potency is the fitted concentration of half-maximal effect; % of control where 0% means no effect; nearly all actives have a fitted effect of over 65% in size
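HeLa cells stably expressing A3F-eYFP plus Vif, plated and incubated overnight at 37 deg C, then exposed to compounds overnight at 37 deg C. Blocked degradation read as raised yellow fluorescence (Ex 488/Em 500-530).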
PI4K2A block: blocks human PI4K2A kinase activity; Q9BTU6; AID 1346378; activity change, negative = inhibition, % at 76.9 µM; purified PI4K2A, ADP-Glo luminescence, 1 h; stronger effect = lower value; 420,000 compounds, 0.13% hits; in the data active = activity change below about -50%; inconclusive = mostly about -30% to -49%;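 note: -100% = wells without enzyme as full effect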
Target sequence (Q9BTU6 whole entry, looked up): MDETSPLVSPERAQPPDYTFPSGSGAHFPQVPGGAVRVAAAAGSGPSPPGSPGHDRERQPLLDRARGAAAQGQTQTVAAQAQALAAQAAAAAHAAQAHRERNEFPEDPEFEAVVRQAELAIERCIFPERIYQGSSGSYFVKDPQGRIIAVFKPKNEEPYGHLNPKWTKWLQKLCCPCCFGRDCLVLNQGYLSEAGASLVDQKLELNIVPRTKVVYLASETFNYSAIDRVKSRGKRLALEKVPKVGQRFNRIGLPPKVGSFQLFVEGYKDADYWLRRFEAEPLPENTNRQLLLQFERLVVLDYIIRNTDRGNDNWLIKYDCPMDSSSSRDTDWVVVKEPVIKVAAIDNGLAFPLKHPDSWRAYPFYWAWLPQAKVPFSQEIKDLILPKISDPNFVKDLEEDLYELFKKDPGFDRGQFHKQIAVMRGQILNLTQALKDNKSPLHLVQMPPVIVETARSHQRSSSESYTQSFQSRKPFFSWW
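ADP-Glo luminescence measured ADP generated by PI4K2A enzyme (4 ug/mL before mixing) with 1.2 mM PI substrate (pre-mix) and 300 microM ATP (pre-mix). Tris pH7.5 buffer with MgCl2, Triton X-100; 1 h reaction at ambient temperature.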
USP1-UAF1 inh: inhibitors of human USP1/UAF1 deubiquitinase; AID 743255; Potency, µM (series often up to 57.1 µM), for inactives: at the highest dose activity change, negative = inhibition, hits mostly inhibitors; recombinant USP1/UAF1, Ub-Rhodamine cleavage fluorescence; 390,000 compounds, 0.23% hits; note: potency is the fitted concentration of half-maximal effect; % is set by controls: 0 for no effect and ±100 for the full control effect; nearly all actives have a fitted effect of over 60% in size; inactives centre near -12
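High-throughput fluorogenic screen: 1nM USP1/UAF1 complex, Ub-Rho substrate 150nM final, 50mM HEPES pH 7.8 with 0.5mM EDTA, 0.1 mg/ml BSA, 1mM TCEP and 0.01% Tween-20.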
Vif-A3G inh: inhibitors of Vif-APOBEC3G interaction | Potency, µM (top dose mostly 46.1 µM), without a hit: at the top dose activity, negative = active, hits mostly inhibitors | HeLa A3G-eYFP + Vif (tagged APOBEC3G with the HIV-1 protein that degrades it), YFP fluorescence, overnight | 410,000 compounds, 0.076% hits | Q9HC16;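 note: potency is the fitted concentration of half-maximal effect; % is set by controls: 0 for no effect and ±100 for the full control effect; nearly all actives have a fitted effect of over 60% in size; hits raise eYFP signal because A3G escapes Vif-driven loss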
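Read-out is eYFP fluorescence (Ex 488/Em 500-530) from Vif-expressing HeLa A3G-eYFP cells; more signal means A3G escaped Vif-mediated degradation. Cells plated overnight, compound pinned in, incubated overnight at 37 deg C.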
LDHA block: inhibitors of human lactate dehydrogenase A. purified LDHA, NADH/diaphorase-resazurin fluorescence; stronger effect = lower value. 480,000 compounds, 0.15% hits. activity change, % (values are at about 110 or 230 µM). P00338; in the data active = activity change below about -30%; inconclusive = mostly about -25% to -30%;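 note: plate controls were DMSO wells for no effect and wells without enzyme for full effect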
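Resorufin fluorescence (ex540/em590), read at 0 and 20 min after diaphorase/resazurin addition, reports the NADH left after a 5 min room-temperature reaction of 2 nM human LDH5 with 0.06 mM NADH and 0.2 mM pyruvate.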
An asterisk follows results filed as active; ? = inconclusive; . = not tested or not shown; [ ] = remark or other dose. Unless noted, calls come from the whole dose curve; as a rule, active = well fitted curve in the direction sought with a large enough effect; inconclusive = small, poorly fitted or top-dose-only effect, or another doubt; inactive = no such curve, though single readings can be large; an effect the other way counts as inactive or inconclusive.

SMILES	GRP78 ERSR act	RXFP1 ag	mIDH1 inhibitor	TrxR1 substrate	Vif-A3F inh	PI4K2A block	USP1-UAF1 inh	Vif-A3G inh	LDHA block
COc1cccc(CNC(=O)CC2Sc3ccccc3NC2=O)c1 (stereo not drawn)	-4.7%	2.0%	-7.9%	5.8%[57.1 µM]	2.6%	-2.7	-7.2%	0.0%	-8.7
Cc1ccc(C(=O)c2cc([N+](=O)[O-])ccc2N2CCOCC2)c(C)c1	-6.2%	9.3%	12.4%	-4.9%	-11.6%	-1.3	-9.0%	-39.9%	-4.4
CCc1nc(SCc2cc(=O)[nH]c3ccccc23)c2c(C)c(C)sc2n1	-0.5%	.	0.3%	7.1%	1.6%	-1.1	-8.5%	2.6%	-5.6
O=C(NCCc1ccccc1)C1CCN(S(=O)(=O)c2cccc3nsnc23)CC1	-5.4%	0.2%	3.1%	0.8%	-9.4%	-4.5	-15.5%	0.9%	-6.9
O=C(Cc1cccc2ccccc12)Nc1cccnc1	-2.0%	-0.2%	6.7%	2.7%[57.1 µM]	-7.8%	1.8	-30.3%	-0.2%	-1.5
COc1cc(/C=C\C(=O)NCc2ccc3[nH]c(C)cc3c2)cc(OC)c1OC	-2.1%	2.5%	14.4%	-0.5%[57.1 µM]	5.1%	-5.1	-21.4%	-4.2%	-0.9
NC(=O)C1(N2CCCCC2)CCN(C(=O)CSc2nc3ccccc3o2)CC1	-4.3%	.	0.6%	7.0%[57.1 µM]	-8.7%	2.6	2.4%	-0.1%	-3.5
CC(=O)C1=CCC(c2ccc(C)o2)N(S(=O)(=O)c2ccc(C)cc2)C1 (stereo not drawn)	-4.6%	.	.	.	.	3.2	.	-14.0%	-5.2
O=C(O)CSc1ccccc1C(=O)O	-3.7%	0.4%	1.4%	-5.0%	4.3%	-2.4	-2.4%	3.5%	1.8
COc1ccc(S(=O)(=O)N2CCCCCC2)cc1C(=O)N(C)Cc1cccc(OC)c1OC	-2.7%	1.7%	6.4%	-7.6%	2.0%	-2.7	-14.7%	-1.4%	-5.5
Cc1nc2ccccc2nc(C)c1=NOCc1cccc(Cl)c1	-2.9%	-0.6%	12.2%	1.8%	0.3%	-1.5	-17.6%	1.7%	1.2
COc1ccc(OCCC(=O)OCC(=O)NC2CCCCC2)cc1	-3.3%	.	10.0%	-10.9%	4.0%	0.5	-14.2%	2.1%	-1.1

Some values from the results shown:
Result of COc1ccc(S(=O)(=O)N2CCCCCC2)cc1C(=O)N(C)Cc1cccc(OC)c1OC in GRP78 ERSR act: -2.7%
Result of O=C(Cc1cccc2ccccc12)Nc1cccnc1 in TrxR1 substrate: 2.7%[57.1 µM]
Result of COc1ccc(OCCC(=O)OCC(=O)NC2CCCCC2)cc1 in Vif-A3G inh: 2.1%

The list continues:
SMILES	GRP78 ERSR act	RXFP1 ag	mIDH1 inhibitor	TrxR1 substrate	Vif-A3F inh	PI4K2A block	USP1-UAF1 inh	Vif-A3G inh	LDHA block
NS(=O)(=O)c1ccc(NC(=S)NC2CCCCCC2)cc1	-0.3%	2.8%	0.8%	-4.9%	-16.0%	-3.8	0.0%	-2.9%	-1.4
Cc1ccc(N2C(=O)C3C(C2=O)N2C(c4cccs4)C4C(=O)N(c5ccc(C)cc5)C(=O)C4N2C3c2cccs2)cc1 (stereo not drawn)	-4.5%	1.3%	3.9%	-6.9%	10.2%	3.8	-21.0%	0.8%	-3.7
Cc1nnc(NCc2ccccc2)c2c1nnn2Cc1ccc(F)cc1	-4.0%	0.8%	14.3%	-11.2%	2.3%	-14.6	-12.4%	2.0%	-5.0
CCCN(CCC)S(=O)(=O)c1ccc(C(=O)NNc2nc(-c3ccccc3)c3cc(Br)ccc3n2)cc1	-0.4%	2.0%	2.0%	-6.2%	-1.5%	-0.4	-17.3%	-1.4%	-6.6
Cc1ccccc1S(=O)Cc1ccc(C(=O)NC2CC2)o1 (stereo not drawn)	-2.0%	-0.5%	6.4%	1.5%	3.5%	-0.1	-22.0%	1.2%	0.8
Cc1ccc(S(=O)(=O)NCc2ccccc2)cc1C(=O)N1CC(C)CC(C)C1 (stereo not drawn)	-3.1%	-0.6%	4.4%	-7.9%	1.7%	-1.0	-18.8%	1.6%	1.5
COC(=O)c1cccc(S(=O)(=O)N(Cc2ccco2)Cc2cc3cc(OC)ccc3[nH]c2=O)c1	-2.4%	2.8%	3.5%	18.0%	-6.1%	3.8	-8.4%	-4.3%	9.0
O=C(OCC(=O)N1CCCc2ccccc21)c1cc(S(=O)(=O)N2CCOCC2)ccc1O	3.9%	2.2%	-8.2%	13.0%	-4.1%	-1.2	-22.8%	2.0%	-3.4
CCOC(=O)c1nc(N/N=C/c2ccccc2)sc1Br	7.2%	-0.8%	-3.3%	-8.2%	1.4%	5.5	-18.7%	-1.2%	-8.3
CC(C(=O)N1CCOCCOCCOCC1)N1C(=O)c2ccccc2C1=O (stereo not drawn)	-3.5%	-0.7%	0.0%	0.8%	-0.5%	4.6	-15.3%	0.7%	-10.4
COC(=O)CCNS(=O)(=O)c1ccc2nsnc2c1	0.0%	2.1%	-14.4%	5.3%[57.1 µM]	-3.0%	-7.2	-35.0%	-4.2%	1.8
COc1ccc(S(=O)(=O)NCC(c2ccc3c(c2)OCO3)N2CCN(C)CC2)cc1OC (stereo not drawn)	-5.2%	0.1%	8.2%	-16.6%	3.6%	6.3	2.3%	1.8%	-8.0
O=C(Nc1ccccc1-c1nnn(CC(=O)N2CCCc3ccccc32)n1)c1ccc(Cl)cc1	-3.5%	-2.6%	0.0%	28.4%	0.7%	13.1	-10.9%	-5.8%	2.4
CCOc1cc(C(=O)OCc2cccc(OC)c2OC)ccc1OCC(=O)N1CCOCC1	-0.6%	-2.9%	5.4%	10.6%	-9.6%	-3.2	-6.9%	-2.4%	-7.2
CC(CC(=O)Nc1ccc(F)cc1)S(=O)(=O)c1ccc2c(c1)NC(=O)CO2 (stereo not drawn)	4.5%	2.2%	1.9%	8.5%[57.1 µM]	-0.2%	-3.9	-21.8%	2.2%	-1.1
Cc1[nH]nc2c1[C@@H](c1ccccc1[N+](=O)[O-])C(C#N)=C(N)O2	-1.8%	-2.3%	-4.2%	7.5%	-6.3%	-13.4	-13.1%	-7.5%	3.4
CC(C)OCCCNC(=O)C1CCC(CNS(=O)(=O)c2ccccc2)CC1 (stereo not drawn)	-3.8%	0.2%	-1.1%	-4.1%	4.1%	2.0	-7.2%	0.5%	2.2
CCOC(=O)C1CCN(C(=O)Cn2ncc3c4ccccc4n(C)c3c2=O)CC1	2.9%	4.5%	0.0%	15.1%	1.9%	2.6	-16.7%	-3.2%	-3.5
Cc1ccc2c(CNCCc3ccco3)c(C(=O)O)n(Cc3ccc(F)cc3)c2c1	1.7%	0.5%	1.8%	1.9%	0.8%	1.4	?	-4.2%	1.7
O=C(CCCl)Nc1nnc(SCC(=O)NC2CCCC2)s1	-15.6%	1.7%	1.0%	-5.7%	0.1%	-4.3	-17.1%	?	-2.4
CCn1ccnc1CN1CCN(CCC(C)C)C(CCO)C1 (stereo not drawn)	-1.6%	2.5%	-5.2%	1.8%[11.4 µM]	12.4%	13.5	-9.2%	1.8%	-1.8
COc1ccc(NC(=O)c2nn(C)c(C(=O)Nc3ccc(OC)cc3)c2[N+](=O)[O-])cc1	-3.8%	1.0%	2.7%	-4.1%	2.0%	-0.2	-4.6%	-0.8%	-10.0
Fc1ccc(COc2ccc(/C=N/n3cnnc3)cc2)cc1	0.1%	-0.1%	9.6%	-4.7%[57.1 µM]	-7.7%	4.2	-14.7%	0.7%	2.3
CC(C)(C)NC(=O)C(c1ccncc1)N(CC1CCCO1)C(=O)Cn1nnc(-c2ccc(F)cc2)n1 (stereo not drawn)	-5.2%	1.4%	-4.9%	1.5%[57.1 µM]	11.4%	-5.0	-17.1%	-2.7%	-7.6
Cc1cnc(-c2nnc(N(C)C(=O)c3cccnc3)s2)cn1	-2.5%	1.5%	11.0%	13.4%	.	-8.2	1.4%	0.5%	2.8
Fc1ccc(-c2cnc[nH]2)cc1	5.9%	-2.8%	3.7%	-10.6%	2.9%	6.8	3.4%	-1.1%	-7.3
C[C@H](CO)N1C[C@H](C)[C@@H](CN(C)S(=O)(=O)c2ccccc2)Oc2c(NS(=O)(=O)c3cccs3)cccc2C1=O	4.6%	.	-1.3%	-5.1%	-5.4%	1.9	-2.7%	-1.7%	-0.1
Oc1ccccc1-c1n[nH]c(=S)n1Cc1ccccc1	-3.9%	26.3%	6.9%	8.0%[57.1 µM]	10.9%	4.7	-9.4%	0.1%	1.9
C=C1C=C(C(F)F)n2ncc(C(=O)NCc3ccccc3)c2N1	-3.8%	.	.	5.1%	.	.	.	-0.2%	-2.4
CC1(C)CC(O)(CNCc2ccc3c(c2)OCO3)CCO1 (stereo not drawn)	-1.1%	0.3%	-0.4%	0.7%[57.1 µM]	-1.0%	9.3	-3.3%	0.1%	-5.3

These rows are one share of the data; the hit share may differ from the screen's.
